# Source: PubChem BioAssay (National Center for Advancing Translational Sciences (NCATS))
# KCNH2 3.1 block – qHTS for Inhibitors of KCHN2 3.1: Mutant qHTS; 340,000 compounds, 0.95% hits; U2OS KCNH2 3.1, thallium flux FluxOr; active compounds read low; activity change, % (tested at about 1.8 µM); AID 720553, 2013; Potassium voltage-gated channel subfamily H member 2, brain isoform KCNH2 3.1 (human);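 active = maximum activity change below -70%; inconclusive = maximum activity change from -70% to -50%; inactive = maximum activity change above -50%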;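 note: thallium influx rate constant from kinetic fluorescence after stimulation buffer; % is set by controls: 0 for no effect and ±100 for the full control effect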
#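 Virally transduced U2OS (3.1 isoform, 4 h infection in dark at RT) → overnight 37 C → FluxOr + Red40 in HBSS/HEPES, 45 min → stimulation buffer, 2 min kinetic read → rate constant vs DMSO controls.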
# PKM2 act – qHTS Assay for Activators of Human Muscle isoform 2 Pyruvate Kinase | Pyruvate kinase PKM (Homo sapiens), P14618 | purified PKM2, Kinase-Glo ATP luminescence, activation; response scale: 0% is enzyme alone, no compound | Potency, µM (doses to about 57.5 µM), for inactives: top-dose activation, actives largely listed as activators | 260,000 compounds, 0.34% hits; note: potency is the fitted concentration of half-maximal effect; % is set by controls: 0 for no effect and ±100 for the full control effect; nearly all actives have a fitted effect of over 55% in size
# Target sequence (P14618 whole entry, looked up, canonical isoform): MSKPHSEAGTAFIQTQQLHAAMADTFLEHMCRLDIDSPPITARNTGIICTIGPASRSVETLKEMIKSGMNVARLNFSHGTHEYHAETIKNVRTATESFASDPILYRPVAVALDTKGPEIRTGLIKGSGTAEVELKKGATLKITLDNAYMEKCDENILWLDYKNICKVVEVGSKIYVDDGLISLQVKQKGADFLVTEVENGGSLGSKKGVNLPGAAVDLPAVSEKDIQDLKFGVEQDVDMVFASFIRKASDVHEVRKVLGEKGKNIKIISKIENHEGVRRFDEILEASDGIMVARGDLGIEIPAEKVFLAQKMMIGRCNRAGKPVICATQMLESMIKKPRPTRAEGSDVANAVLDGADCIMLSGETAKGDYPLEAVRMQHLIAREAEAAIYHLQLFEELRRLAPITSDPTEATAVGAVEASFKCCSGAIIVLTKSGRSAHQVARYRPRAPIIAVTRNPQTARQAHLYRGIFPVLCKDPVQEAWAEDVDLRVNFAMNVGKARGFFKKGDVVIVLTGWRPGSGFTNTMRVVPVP
#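 Kinase-Glo luminescence reports ATP generated from ADP (0.1 mM) and PEP (0.5 mM) by purified hPK-M2 after 1 h at room temperature, pH 7.2 imidazole buffer; intermediate enzyme activity allows detecting inhibitors and activators.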
# NPC1 promoter act – qHTS Assay for NPC1 Promoter Activators; Huh7 NPC1 promoter luciferase reporter, 24 h; Potency, µM (highest dose often 9.22 µM), for inactives: top-dose activation, actives largely listed as activators; 320,000 compounds, 2.4% hits;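 note: potency is the fitted concentration of half-maximal effect; % of control where 0% means no effect; nearly all actives have a fitted effect of over 60% in size; reporter is driven by a mutant NPC1 promoter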
#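 Compounds in DMSO were transferred onto Huh7 NPC1-luciferase reporter cells pre-incubated 2 h; after 24 h at 37 °C, Amplite reagent was dispensed and luminescence recorded 10 min later.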
# Mito fusion yeast – qHTS Assay for Small Molecule Inhibitors of Mitochondrial Division or Activators of Mitochondrial Fusion; Potency, µM (top dose mostly 46.1 µM), for the others: at the top dose growth rescue (activation), usual class: activators; S. cerevisiae fusion-defective mutant growth rescue, CellTiterGlo 48 h; 320,000 compounds, 0.23% hits;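 note: potency is the fitted concentration of half-maximal effect; % of control where 0% means no effect; nearly all actives have a fitted effect of over 45% in size; temperature-sensitive fusion mutants such as fzo1-1 at 37 °C on non-fermentable ethanol glycerol medium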
#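 Luminescent cell viability in 1536-well qHTS format served as the measure of rescued growth in ts fusion-mutant S. cerevisiae cultured on non-fermentable YPEG for 48 hours at 37C.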
# Menin MLL FP TR – qHTS Assay for Inhibitors Targeting the Menin-MLL Interaction in MLL Related Leukemias: Competition With Texas Red Labeled MLL-derived Mutant Peptide; Potency, µM (highest dose often 61.6 µM), for inactives: top-dose FP activity change, negative = inhibition, hits mostly inhibitors; Menin + Texas Red MLL mutant peptide, fluorescence polarization; 270,000 compounds, 0.23% hits; O00255; active = well fitted inhibition curve with a large enough effect in the polarisation, with a control signal flat, not every such curve was filed as active; inconclusive = small, poorly fitted or top-dose-only effect, or effect the other way, or a change in a side signal; inactive = no such curve, though single readings can be large or run the other way; the % refers to the polarisation; note: potency is the fitted concentration of half-maximal effect; % of control where 0% means no effect; many of its hits are not listed in these tables
# Rab9 promoter act – qHTS Assay for Rab9 Promoter Activators. Huh7 Rab9 promoter-luciferase reporter, luminescence, 24 h. Potency, µM (series often up to 9.22 µM), for inactives: at the highest dose activation, negative = inhibition, usual class: activators. AID 485297, 2010. 320,000 compounds, 2.8% hits; note: potency is the fitted concentration of half-maximal effect; % of control where 0% means no effect; nearly all actives have a fitted effect of over 60% in size
#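 Promoter activation is measured as luciferase luminescence in Huh7 cells stably transfected with a Rab9 promoter–luciferase construct, following 24 h compound exposure at 37 °C and 10 min reagent incubation at ambient temperature.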
# ELG1 DNA repair – qHTS screen for small molecules that inhibit ELG1-dependent DNA repair in human embryonic kidney (HEK293T) cells expressing luciferase-tagged ELG1. HEK293T ELG1-luciferase reporter, luminescence, 16 h; DNA damage induced by 5-fluorouridine. Potency, µM (series often up to 46.1 µM), inactives show top-dose activity change, negative = inhibition, usual class: inhibitors. 330,000 compounds, 2.3% hits. AID 504467, 2011; note: potency is the fitted concentration of half-maximal effect; % is set by controls: 0 for no effect and ±100 for the full control effect; nearly all actives have a fitted effect of over 55% in size
#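 5-Fluorouridine DNA damage + compound/DMSO, 2,000 cells/well, 16 h, 37 °C/5% CO2. ONE-Glo, 30 min RT, luminescence. Readout = decrease in reporter signal.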
# Gal4-VP16 FLuc – VP16 counterscreen qHTS for inhibitors of ROR gamma transcriptional activity | 310,000 compounds, 3.5% hits | Potency, µM (highest dose often 53.6 µM), for the others: at the highest dose activity, negative = inhibition, hits mostly inhibitors | Drosophila S2 Gal4-VP16 UAS-luciferase, luminescence, 20 h;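 note: Gal4-VP16 expression switched on by copper sulfate through the metallothionein promoter; potency is the fitted concentration of half-maximal effect; % is set by controls: 0 for no effect and ±100 for the full control effect; nearly all actives have a fitted effect of over 50% in size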
# FLuc modulator – qHTS profiling assay for firefly luciferase inhibitor/activator using purifed enzyme and Km concentrations of substrates (counterscreen for miR-21 project); 360,000 compounds, 6.9% hits; Potency, µM (doses to about 57.5 µM), inactives show at the highest dose activity change, negative = inhibition, most hits filed as inhibitors; AID 588342, 2011; purified FLuc, Km substrates, luminescence inhibition;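 note: potency is the fitted concentration of half-maximal effect; plate controls were vehicle for no effect and reference inhibitor for full effect; nearly all actives have a fitted effect of over 55% in size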
#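 Purified P. pyralis luciferase, 10 nM final, with Km-level 10 uM D-luciferin and 10 uM ATP in 50 mM Tris acetate pH 7.5, 10 mM Mg acetate, 0.01% Tween-20, 0.05% BSA; 6-point qHTS titration about 60 µM downward; luminescence read.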
# RORg inh – qHTS for inhibitors of ROR gamma transcriptional activity; Nuclear receptor ROR-gamma (Mus musculus), P51450; Potency, µM (series often up to 53.6 µM), without a hit: at the highest dose activity change, negative = inhibition, hits mostly inhibitors; AID 2551, 2010; 310,000 compounds, 5.4% hits; Drosophila S2 Gal4-RORgamma UAS-luciferase reporter, 20 h; note: potency is the fitted concentration of half-maximal effect; % is set by controls: 0 for no effect and ±100 for the full control effect; nearly all actives have a fitted effect of over 60% in size
#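 Read-out: Photinus luciferase luminescence; inhibitors lower reporter signal. Insect Schneider cells with Gal4-ROR gamma fusion under metallothionein promoter, UAS reporter; 700 uM final copper sulfate induction, 20 hr, ambient temperature.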
# MBNL1-CUG inh – qHTS Assay for Inhibitors of MBNL1-poly(CUG) RNA binding; Muscleblind-like protein 1 (Homo sapiens), Q9NR56; TR-FRET MBNL1-His/biotin-(CUG)12 binding, 665/545 ratio; Potency, µM (titrated, usually from 57.5 µM), for the others: at the top dose activity change, negative = inhibition, most hits filed as inhibitors; 280,000 compounds, 0.036% hits; AID 2675, 2010; active = well fitted inhibition curve with a large enough effect in the signal ratio, with a control signal flat, not every such curve was filed as active; inconclusive = small, poorly fitted or top-dose-only effect, or effect the other way, or a change in a side signal; inactive = no such curve, though single readings can be large or run the other way; the % refers to the signal ratio; note: potency is the fitted concentration of half-maximal effect; % is set by controls: 0 for no effect and ±100 for the full control effect
# Target sequence (Q9NR56 whole entry, looked up): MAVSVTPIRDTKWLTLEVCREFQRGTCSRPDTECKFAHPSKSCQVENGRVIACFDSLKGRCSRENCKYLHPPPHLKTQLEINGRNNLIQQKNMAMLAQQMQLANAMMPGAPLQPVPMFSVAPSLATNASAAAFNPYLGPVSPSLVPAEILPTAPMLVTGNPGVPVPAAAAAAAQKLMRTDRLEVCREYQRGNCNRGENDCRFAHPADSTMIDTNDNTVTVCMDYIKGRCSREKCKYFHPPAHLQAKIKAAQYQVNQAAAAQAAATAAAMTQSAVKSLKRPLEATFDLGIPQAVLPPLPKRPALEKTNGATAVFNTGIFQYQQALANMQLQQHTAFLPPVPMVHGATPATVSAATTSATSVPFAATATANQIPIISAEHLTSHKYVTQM
#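 TR-FRET readout: Ex 340 nm, 665/545 nm emission ratio, normalized to buffer-only (basal) and MBNL1-(CUG)12 controls. Complex of MBNL1-His with Biotin-(CUG)12, compounds 92 nM–58 uM, incubated 60 min at room temperature.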
# * hit, by the source's call; ? = inconclusive; . = not tested or not shown; & = joins results of further samples; [ ] = remark or other dose. Unless noted, calls come from the whole dose curve; as a rule, active = well fitted curve in the direction sought with a large enough effect; inconclusive = small, poorly fitted or top-dose-only effect, or another doubt; inactive = no such curve, though single readings can be large; an effect the other way counts as inactive or inconclusive.
SMILES,KCNH2 3.1 block,PKM2 act,NPC1 promoter act,Mito fusion yeast,Menin MLL FP TR,Rab9 promoter act,ELG1 DNA repair,Gal4-VP16 FLuc,FLuc modulator,RORg inh,MBNL1-CUG inh
Cn1c(CO)cnc1SCc1ccc(Cl)cc1,28,-1%,3.5µM*,1%,5%,?,?,-7%,-16%,-9%,10%
Cc1ccc2c(c1)c1nnc(SCC(=O)NC3CC3)nc1n2C,.,?,2%,2%,-5%,2%,0%,-3%,-13%,-25%,7%
Cc1ccsc1/C=N/NC(=O)c1nnn(-c2nonc2N)c1CSc1ccccc1,8,-3%,1%,7%,?,-3%,?,4µM*,2%,2.5µM*,-1%
O=C1CSC(=Nc2ccc(Cl)cc2)N1,22,-2%,-3%,0%,3%,-3%,2%,.,2%,.,-1%
COc1ccccc1N1CCN(C(=O)c2ccc(N3CCCC3=O)cc2)CC1,-8,-3%,-2%,-9%,-3%,-3%,8%,8%,5%,16%,?
O=C(Cc1csc(Nc2nc(=S)[nH]c3ccccc23)n1)N1CCN(c2cccc(C(F)(F)F)c2)CC1,-1,-21%,-15%,9%,-9%,-16%,?,7.1µM*,-2%,0.63µM*,1%
Cc1ccc(C(=O)Nc2cc(-c3ccn[nH]3)c(C)n(N)c2=O)cc1,-41,-32%,1%,-1%,2%,2%,-5%,-10%,-4%,23%,4%
O=C(NCCc1c[nH]c2ccccc12)/C(=C\c1ccco1)NC(=O)c1ccco1,-16,-2%,-2%,-6%,-3%,-4%,4%,-2%,4%,21%,12%
CSc1nc(N)cc(=O)[nH]1,9,0%,-2%,-3%,.,-1%,-4%,3%,-3%,-22%,.
C=CCOc1ccc2oc(=O)cc(C)c2c1,-6,-17%,-2%,-8%,-8%,12%,11%,-12%,-5%,1%,9%
CC1(C)C2CCC1(C)C(OCC[N+](C)(C)CC(=O)OC1CCCCC1)C2 (stereo unspecified),14,4%,-17%,-8%,?,-23%,?,?,6%,?,-6%
CC(=O)N1N=C(c2ccccc2)CC1c1cn(C)c2ccccc12 (stereo unspecified),1,0%,-1%,5%,-1%,-5%,?,4%,19µM*,8%,0%
CN(C(=O)COC(=O)c1cc(Br)c(Br)s1)C1CCS(=O)(=O)C1 (stereo unspecified),4,-1%,-7%,-3%,-2%,-1%,0%,-6%,1%,-3%,-7%
CC(C)(C)CN1CCN(Cc2cc3ccccc3[nH]2)CC1CCO (stereo unspecified),-2,2%,0%,-9%,-8%,-1%,-2%,-3%,-2%,3%,-7%
CC(=O)NC(Cc1c[nH]c2ccccc12)C(=O)NCCc1ccccc1 (stereo unspecified),-33,2%,-2%,2%,1%,-1%,17%,1%,3%,6%[1.91 µM],0%
Nc1nonc1-n1nnc(C(=O)N/N=C/c2ccco2)c1-c1ccccc1,32,5%,-2%,-3%,49%[activator],9%,-8%,?,1%,?,?
COc1ccc(C(=O)Cc2cc(OC)c(OC)cc2[N+](=O)[O-])c(OC)c1,-1,-13%,17%,-1%,-6%,22%,8%,-1%,17µM*,-4%,6%
CC(NCC(=O)Nc1cc(Cl)cc(Cl)c1)c1ccccc1 (stereo unspecified),2,.,-3%,-9%,?,-1%,-8%,-26%,3%,-2%,4%
CCc1ccc(OCC(=O)Nc2ccc3c(c2)OCCO3)cc1,-7,2%,3%,-11%,-29%,0%,?,0%,19µM*,11%,1%
CCOCc1c(C(=O)NC2CCCCCC2)oc2ccccc12,2,0%,-1%,4%,-3%,9%,?,-8%,-9%,38%,-1%
CN(Cc1ccccn1)Cc1nc(Cc2ccccc2Cl)no1,-17,2%,0%,-2%,7%,-3%,10%,7%,3%,-17%,-8%
COc1cccc(/C=C/C(=O)OCC(=O)Nc2cccc(S(=O)(=O)N(C)C)c2)c1,10,-1%,0%,0%,?,-7%,9%,-3%[10 µM],11µM*,-1%,1%
Cc1ccccc1NCc1nnc2n1CCCCC2,-13,-7%,2%,-4%,1%,0%,1%,-4%,-3%,11%,-1%
O=C(CCCC(=O)OCC(F)(F)C(F)F)Nc1ccc(NC(=O)CCCC(=O)OCC(F)(F)C(F)F)cc1,0,-20%,7%,-2%,.,-2%,9%,-3%,-1%,-7%,?
N#C/C(=C\c1ccc(C(=O)O)cc1)c1ccccn1,17,-24%,-1%,1%,7%,-3%,9%,?,-18%,-10%,.
CCc1cc(C(=O)Nc2ccc(OC)nc2)sc1C,20,.,13%,4%,.,-34%[inhibitor],?,.,21µM*,.,.
COc1cc(CNCCc2ccc(S(N)(=O)=O)cc2)ccc1OCC(=O)N1CCCCC1,4,-4%,0%,-4%,-15%,-1%,-3%,-5%,2%,9%,-21%
CCN1CCN(c2ccc(S(=O)(=O)N3CCOCC3)cc2NC(=O)C(C)Oc2cccc(Cl)c2)CC1 (stereo unspecified),17,.,12%,3%,.,-5%,?,.,0%,.,.
Nc1nnnn1/N=C/c1cccs1,3,-3%,-1%,-3%,-6%,6%,0%,1%,0%,-7%,9%
COc1cc(/C=C(\C#N)C(=O)Nc2cccc(C(=O)O)c2)ccc1OCc1ccc(F)cc1,16,-19%,-1%,5%,?,-1%,?,-13%,-14%,30%,6%
CC[C@H](C)[C@@H](NC(=O)O[C@@H]1C(=O)c2cc(Br)ccc2O[C@H]1c1cccc(OC)c1)C(=O)OC,-8,-1%,-3%,11%,-5%&-6%,1%,-7%,-10%&-2%,?,-16%&5%,-18%
CSc1cccc(NC(=O)c2nnn(Cc3ccccc3)c2N)c1,-14,10%,9%,3%,?,7%,?,-7%,?,?,-8%
O=C(CSc1nc2c([nH]c3ccccc32)c(=O)n1-c1ccccc1)N1CCOCC1,20,-1%,0%,0%,-14%,-4%,?,-2%,3%&-1%,1%,2%
Cc1ccc(C)c(N2CCN(C(=O)Cn3ncn4cccc4c3=O)CC2)c1,9,2%,-6%,10%,-12%,-7%,-10%,5%,7%,2%,-19%
COC(=O)[C@]1(C)N[C@H](c2ccc(SC3CCCCC3)c(OC)c2)[C@@H]2C(=O)N(C)C(=O)[C@@H]21,9,.,6%,7%,.,1%,4%,.,0%,.,.
O=C(Nc1ccccc1)C1(c2ccccc2)CC1(Cl)Cl (stereo unspecified),3,-10%,3%,.,?,5%,2%,?,-10%,?,4%[11.5 µM]
CCOCCCNCc1cc(Br)ccc1OCC,-7,0%,-2%,4%,-6%,-4%,10%,2%,-1%,0%,-4%
CCOC(=O)c1sc(-c2ccccc2)cc1NC(=O)CSc1nnnn1C,-3,-1%,0%,?,15%,8%,-23%,21%,-3%,?,?
COc1cc2nc(/C=C/c3ccc(N(C)C)cc3)sc2cc1SC,?,0%,10%,17%,?,19%,7%,0%,?,1%,0%
CCOCCCN(C(=O)Cn1nnc(-c2ccc(C)o2)n1)C(C(=O)NC1CCCC1)c1ccc(C)o1 (stereo unspecified),-2,3%,3%,-2%,-28%,1%,7%,7%,-1%,15%,-5%
N#Cc1ccccc1NC(=O)C(=O)NCC1CCCN1S(=O)(=O)c1cccs1 (stereo unspecified),-7,.,0%,3%,.,2%,?,.,2%,.,.
O=C(CNc1cc(S(=O)(=O)N2CCCC2)ccc1OCC(F)(F)F)Nc1cc(Cl)cc(Cl)c1,.,-1%,-14%,1%,4%,-19%,1%,13%,0%,-9%,2%

# The list is partial; rates above refer to the full screens.
